EPAC2 ag: EPAC2 (human) agonism; Q8WZA2; EPAC2 activation, biochemical qHTS; response scale: 100% = 6.5 mM cAMP response; Potency, µM (doses to about 154 µM), for the others: at the highest dose activation, actives largely listed as activators; 360,000 tested, 0.079% active; AID 720711; note: potency is the fitted concentration of half-maximal effect; nearly all actives have a fitted effect of over 50% in size
Target sequence (Q8WZA2 whole entry, looked up): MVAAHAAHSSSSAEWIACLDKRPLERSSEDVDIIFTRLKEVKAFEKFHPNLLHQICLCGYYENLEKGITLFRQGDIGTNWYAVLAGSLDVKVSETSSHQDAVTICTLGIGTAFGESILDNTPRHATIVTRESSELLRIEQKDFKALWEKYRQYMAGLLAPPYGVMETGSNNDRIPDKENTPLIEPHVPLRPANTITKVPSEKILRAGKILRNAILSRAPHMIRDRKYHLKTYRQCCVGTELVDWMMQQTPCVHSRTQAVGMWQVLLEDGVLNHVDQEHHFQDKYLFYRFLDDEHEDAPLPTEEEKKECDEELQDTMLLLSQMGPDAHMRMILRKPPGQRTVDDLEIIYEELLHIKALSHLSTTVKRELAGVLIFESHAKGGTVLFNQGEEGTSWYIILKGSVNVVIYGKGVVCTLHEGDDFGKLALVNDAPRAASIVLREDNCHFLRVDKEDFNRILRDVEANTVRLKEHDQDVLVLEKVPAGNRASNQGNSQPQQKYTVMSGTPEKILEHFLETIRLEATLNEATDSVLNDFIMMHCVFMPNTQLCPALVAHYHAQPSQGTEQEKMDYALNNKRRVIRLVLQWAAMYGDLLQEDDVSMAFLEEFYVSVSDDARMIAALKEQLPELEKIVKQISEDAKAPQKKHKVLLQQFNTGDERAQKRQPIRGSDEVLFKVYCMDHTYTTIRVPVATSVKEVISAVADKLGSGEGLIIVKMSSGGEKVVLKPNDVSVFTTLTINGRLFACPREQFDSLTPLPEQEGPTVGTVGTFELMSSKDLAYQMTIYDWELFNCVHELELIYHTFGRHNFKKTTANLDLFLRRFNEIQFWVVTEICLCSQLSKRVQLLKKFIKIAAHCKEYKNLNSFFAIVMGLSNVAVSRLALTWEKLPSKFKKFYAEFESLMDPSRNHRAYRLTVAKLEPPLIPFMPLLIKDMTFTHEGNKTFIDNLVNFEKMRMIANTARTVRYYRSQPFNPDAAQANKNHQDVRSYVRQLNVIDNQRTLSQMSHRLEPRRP
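Compounds were added across a concentration range to EPAC2 (100 nM), RAP1B-BODIPY-GDP (250 nM) and GDP (50 uM). After 5 min at room temperature, fluorescence was recorded at 5-min intervals for 30 min.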
Mm-Cpn inhibitor: inhibitors of Methanococcus maripaludis chaperonin (MmCpn). purified Mm-Cpn ATPase, ADP Transcreener TR-FRET. 330,000 tested, 0.031% active. AID 504842. Potency, µM (titrated, usually from 76.9 µM), for the others: at the top dose activity, negative = inhibition, usual class: inhibitors; note: potency is the fitted concentration of half-maximal effect; % is set by controls: 0 for no effect and ±100 for the full control effect; nearly all actives have a fitted effect of over 80% in size
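Quantitative HTS used 25 nM Mm-CPN and 10 uM ATP in magnesium/KCl Tris buffer, pH 7.4, with 1 mM DTT. Hydrolysis ran 30 min at 37°C; ADP was read by HTRF.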
Akt phos inh: Akt phosphorylation inhibition; Neuro2A IGF-stimulated pAkt S473 HTRF, 20 min; active compounds read low; 360,000 tested, 0.32% active; activity change, % for hits at 50 µM; AID 651550; in the data active = activity change below about -80%; inconclusive = mostly about -51% to -80%; note: % is set by controls: 0 for no effect and ±100 for the full control effect
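Single-point screen (50 µM final compound) in Neuro2A cells stimulated 20 min with 6 nM IGF at 37 deg C. After lysis, Ser473-phosphorylated Akt read by HTRF (ex 330 nm, em 615/665 nm) as the 665/615 ratio.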
Nrf2 ARE act: activators of Nrf2 (ARE) signaling | AREc32 ARE-luciferase reporter (MCF7-derived line), luminescence, 24 h | Potency, µM (series often up to 46.1 µM), inactives show top-dose activation, usual class: activators | 410,000 tested, 0.31% active; note: potency is the fitted concentration of half-maximal effect; % of control where 0% means no effect; nearly all actives have a fitted effect of over 65% in size
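Cells of the AREc32 ARE-luciferase line are plated in OPTI-MEM containing 5% FBS and left overnight at 37 deg C. Compounds are pinned in, incubation continues 24 hr, and firefly luciferase signal is then measured.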
TGFb inhibitor: TGF-b pathway inhibition; 410,000 tested, 1.2% active; HepG2 CAGA-GFP TGF-b/SMAD3 reporter, GFP fluorescence, 18 h; TGF-beta stimulated, 500 pg/mL final; Potency, µM (top dose mostly 46.1 µM), inactives show top-dose activity, negative = inhibition, hits mostly inhibitors; note: potency is the fitted concentration of half-maximal effect; % is set by controls: 0 for no effect and ±100 for the full control effect; nearly all actives have a fitted effect of over 65% in size
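TGF-beta reporter screen: HEPG2 CAGA-GFP, 1% FBS, 500 pg/mL TGF-beta final, 18 h; per-cell GFP summed per well; curves fitted and categorized by class.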
A549 tox: kills or reduces viability of A549 cells in Nrf2 counter-screen. AID 504648. Potency, µM (highest dose often 46 µM), without a hit: at the highest dose activity change, negative = cytotoxicity, hits mostly inhibitors. A549 ARE-Fluc cells, CellTiter-Fluor viability, 18-24 h. 390,000 tested, 0.16% active; note: potency is the fitted concentration of half-maximal effect; % is set by controls: 0 for no effect and ±100 for the full control effect
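A549 ARE_Fluc cells in 5% FBS OPTI-MEM were exposed to compounds in concentration-response for 18-24 h at 37 deg C. Viability was read by CellTiter-Fluor fluorescence (Ex 405/Em 525) after 30 min, before the luciferase read.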
Nrf2 block: inhibitors of Nrf2 signaling; A549 ARE-Fluc reporter, luciferase luminescence, 18-24 h; Potency, µM (series often up to 46 µM), for the others: at the top dose activity change, negative = inhibition, actives largely listed as inhibitors; 360,000 tested, 2.1% active; AID 504444; note: potency is the fitted concentration of half-maximal effect; % is set by controls: 0 for no effect and ±100 for the full control effect; nearly all actives have a fitted effect of over 60% in size
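Nrf2 activity is the BugLite luminescence, read 15 min after reagent at room temperature, following CellTiter-Fluor cytotoxicity readout (30 min, 37C). Compound titrations were applied for 18-24 h to 5000 A549 ARE_Fluc cells/well in 5% FBS OPTI-MEM.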
EPAC2 antagonist: antagonists of human EPAC2 | EPAC2 GEF exchange of Rap1B-BODIPY-GDP, fluorescence | Q8WZA2 | Potency, µM (titrated, usually from 114 µM), for inactives: top-dose activity, negative = inhibition, most hits filed as inhibitors | 360,000 tested, 0.18% active; note: potency is the fitted concentration of half-maximal effect; % is set by controls: 0 for no effect and ±100 for the full control effect; nearly all actives have a fitted effect of over 45% in size; many of its hits are not listed in these tables
CCT chaperon mod: modulators of cytosolic chaperonin (CCT/TRiC) activity; purified chaperonin ATPase assay, HTRF ADP detection, 30 min; activity change, % (concentration not given with the values), hits read low; 360,000 tested, 0.3% active; AID 651819; in the data active = activity change below about -30%; note: % is set by controls: 0 for no effect and ±100 for the full control effect
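ATPase activity: ADP formed was measured by HTRF Transcreener (665/615 nm ratio) after 30 min at 37 deg C with 10 uM ATP. Compounds screened at one 76 uM concentration against 40 or 20 nM TRiC in Tris pH 7.4/KCl/MgCl2/DTT buffer.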
Starred values were filed as active, the others as inactive; i = inactive; ? = inconclusive; nt = not tested or not shown; [ ] = remark or other dose. Unless noted, calls come from the whole dose curve; as a rule, active = well fitted curve in the direction sought with a large enough effect; inconclusive = small, poorly fitted or top-dose-only effect, or another doubt; inactive = no such curve, though single readings can be large; an effect the other way counts as inactive or inconclusive. Some of the compounds tested, so the mix of outcomes need not match the whole.

SMILES	EPAC2 ag	Mm-Cpn inhibitor	Akt phos inh	Nrf2 ARE act	TGFb inhibitor	A549 tox	Nrf2 block	EPAC2 antagonist	CCT chaperon mod
Cn1cccc1C(=O)Nc1ccc(Cl)c(S(=O)(=O)N2CCCCC2)c1	11%	-7%	i	3.5%	-31%	2%	?	-1%	-6.6
N#Cc1c(-c2ccccc2)c(-c2ccccc2)nn(CC(=O)NNC(=O)Nc2ccccc2)c1=O	0%[15.6 µM]	-2%	nt	0.3%	-18%	-21%	22%	-14%	-2.9
COc1ccc(CNC(=O)CN(c2cccc([N+](=O)[O-])c2)S(C)(=O)=O)cc1	-4%	-4%	i	0.2%	-13%	3%	5%	6%	2.2
COc1cccc(N2C(N)=NC(N)=NC2(C)C)c1	-14%	-2%	i	-0.1%	-4%	-15%	nt	-1%	0.1
O=C(NCCc1c[nH]c2ccccc12)c1ccccc1	4%	1%	i	3.0%	26%	-6%	?	-1%	-0.8
COC(=O)C1=C(C)NC(=O)C1(NC(=O)CN1CCCC1=O)C(F)(F)F (configuration not stated)	3%	0%	i	-0.4%	16%	-12%	nt	6%	-1.0
COc1cccc(CNC(=O)CSc2nnc3c(n2)[nH]c2ccc(OC)cc23)c1	9%	1%	i	0.0%	6%	3%	4%	-7%	-2.5
O=C(Cn1c(NCCCO)nc2ccccc21)c1ccco1	8%	0%	i	-0.3%	15%	-1%	-25%	-3%	-2.9
COc1ccc(-c2nc(SCC(=O)NC3CCCC3)c(-c3ccccc3)[nH]2)cc1OC	nt	nt	nt	4.3%	?	-6%	-22%	nt	nt
Cc1ccc(-n2ncc3c2CC(C)(C)CC3NC(=O)CCc2ccc(=O)[nH]n2)cc1 (configuration not stated)	1%	-3%	i	-0.7%	-6%	-3%	8%	12%	1.3
CCCNC(=O)N1CCCC(C(N)=O)C1 (configuration not stated)	0%	0%	i	0.0%	-2%	-1%	-6%	-34%	2.2
O=C(O)CNC(=O)c1ccccc1Br	-15%	-7%	i	0.4%	11%	7%	8%	5%	0.3
O=C(CN1C(=O)NC2(CCc3ccccc3C2)C1=O)NCC(F)(F)F (configuration not stated)	14%	-1%	i	-0.3%	0%	1%	0%	2%	-1.3
COCCn1c(-c2ccc(F)cc2)nc2cccnc21	4%	1%	i	-0.1%	-19%	2%	-15%	0%	2.6
CC1=C(C(=O)Nc2cc(-c3cccc(F)c3)[nH]n2)C2(CCCCC2)OC1=O	2%	-1%	i	5.0%	?	-7%	1%	-6%	-1.8
CN(C)C(CNC(=O)c1cc(S(=O)(=O)N2CCOCC2)ccc1F)c1cccs1 (configuration not stated)	1%	-5%	i	-0.2%	-6%	8%	2%	9%	0.7
N#C/C(=C/c1ccccc1)C(=O)OCC(=O)Nc1ccccc1[N+](=O)[O-]	1%	0%	i	1.0%	0%	2%	-3%	5%	-0.5
COc1ccc(N(C(=O)COc2ccccc2OC)S(=O)(=O)c2ccc(C)cc2)cc1	7%	0%	i	0.8%	?	-3%	nt	5%	-2.6
CNC[C@H](NC[C@@H](NCCCc1ccccc1)c1ccccc1)[C@H](C)O	2%	-1%	i	5.5%	1%	-3%	-2%	16%	-0.9
O=C(CC(=O)c1ccccc1)Nc1ccc(Cl)cc1	2%	-4%	i	6.0%	?	7%	?	-4%	-0.8
O=C(CCC1CCCN(Cc2cccc(Cl)c2)C1)NCc1ccccc1F (configuration not stated)	2%	-1%	i	0.1%	1%	0%	27%	3%	2.0
O=c1[nH]c2ccc(NC(=S)Nc3ccc(Cl)cc3)cc2[nH]1	2%	0%	i	4.4%	-16%	0%	-10%	13%	-1.7
COc1ccccc1NC(=O)NCCN1CCNC1=O	5%	2%	i	-0.4%	27%	-4%	9%	2%	-0.7
CCOc1ccc(CCN2C(=S)N([C@@H](Cc3ccc(O)cc3)CN3CCC[C@@H]3CN3C(=S)NC[C@@H]3Cc3ccccc3)C[C@@H]2Cc2ccc(O)cc2)cc1	6%	nt	i	13%	8.9µM*	nt	nt	3%	-0.3
CCC(CC)C(=O)Nc1ccc(C)c(O)c1	9%	-1%	i	3.0%	-6%	1%	-13%	0%	-0.6
(cont.)
SMILES	EPAC2 ag	Mm-Cpn inhibitor	Akt phos inh	Nrf2 ARE act	TGFb inhibitor	A549 tox	Nrf2 block	EPAC2 antagonist	CCT chaperon mod
O=C(/C=C/c1ccc(F)cc1)NC(=S)Nc1ccccc1C(=O)NC1CCCCC1	-8%	-1%	i	-0.1%	3%	-8%	-7%	4%	-0.1
COc1ccc(NC(=O)CSc2nc3ccccc3c(=O)n2C)cc1	3%	0%	i	0.3%	12%	-7%	?	9%	2.1
C/C=C(\C)C(=O)NCCN1C2=NC[C@H](Cc3ccc(O)cc3)N2C[C@@H]1Cc1ccc(OC)cc1	1%	nt	i	0.0%	3%	0%	-1%	10%	-0.7
Cn1cc(/C=C(\C#N)C(=O)Nc2cccc([N+](=O)[O-])c2)c2ccccc21	8%	-1%	i	2.8%	12%	-1%	-15%	1%	2.1
CCCC12CN3CC(C)(CN(C1)C3c1cn(C)c3ccccc13)C2=O (configuration not stated)	nt	nt	nt	2.4%	-6%	7%	-9%	nt	nt
O=C(NCc1ccco1)c1nn2c(C(F)(F)F)cc(-c3cccs3)nc2c1Cl	7%	-1%	i	2.6%	-25%	19%	-14%	2%	2.2
Cc1ccc(NC(=O)c2cc(-c3ccccc3O)n[nH]2)cc1Cl	6%	-2%	i	1.1%	0%	-1%	3%	0%	0.5
CCn1c(COC(=O)CNC(=O)c2cc(OC)c(OC)c(OC)c2)nc2cc(S(=O)(=O)N(C)C)ccc21	1%	3%	i	0.3%	6%	3%	5%	-2%	0.3
CN(CC(=O)Nc1ccc(Cl)c(Cl)c1)C(=O)c1ccccc1SCC(=O)N1CCCC1	0%	nt	i	4.5%	?	nt	nt	1%	0.2
C[C@H]1CN([C@@H](C)CO)C(=O)c2cccc(NS(=O)(=O)c3ccc(F)cc3)c2O[C@H]1CN(C)S(=O)(=O)c1cn(C)cn1	-3%	2%	i	-1.1%	-1%	-5%	19%	5%	0.7
Nc1cc(=O)[nH]c(SCC(=O)NNC(=O)c2ccccc2)n1	5%	-3%	i	2.9%	-19%	0%	2%	11%	1.5
Cc1cc(C)c(NC(=O)Cn2c(=O)n(CC3CCCO3)c(=O)c3ccccc32)c(C)c1 (configuration not stated)	nt	nt	nt	-0.4%	-3%	-6%	4%	nt	nt
COc1ccc(N2CC(C(=O)NCc3ccccc3)CC2=O)cc1 (configuration not stated)	4%	0%	i	-0.9%	-14%	0%	6%	2%	0.8
O=C(NCCNC(=O)c1ccc(-c2cc(Cl)ccc2Cl)o1)c1cnccn1	-5%	nt	i	-0.8%	1%	nt	nt	10%	1.2
Cc1noc(C)c1CN1C(=O)c2ccc([N+](=O)[O-])cc2C1=O	10%	0%	i	-0.9%	10%	-8%	-8%	0%	0.8
COc1ccc(Cc2c(-c3ccc(C#N)cc3)nc3c(Cl)cc(C(F)(F)F)cn23)c(C)c1	3%	nt	i	0.8%	nt	nt	nt	-3%	0.7
COC(=O)C(C)(C)NC(=O)c1cccs1	2%	-2%	i	-0.3%	-18%	-9%	0%	-16%[57.1 µM]	0.3
CCc1ccc(NC(=O)Cn2c(-c3cncs3)nc3ccccc32)cc1	nt	nt	nt	5.3%	-4%	-18%	5%	nt	nt
Cn1ncc([N+](=O)[O-])c1C(=O)Nc1cc(Cl)ccc1Cl	-2%	nt	i	2.9%	10%	nt	nt	1%	-0.2
CCC(=O)NCCc1nc2cc(NC(=O)c3ccccc3Cl)ccc2n1C	0%	1%	i	2.8%	2%	1%	?	-2%	0.6
Cc1cc(C)cc(NC(=O)CSc2nc3c(oc4ccccc43)c(=O)n2-c2ccccc2F)c1	nt	nt	nt	4.9%	-11%	-12%	-18%	nt	nt
COc1ccc(C(=O)NNC(=O)Nc2ccc(Cl)cc2)cc1	0%	0%	i	-0.8%	37%[activator]	2%	17%	2%	-1.1
CCCNC(=O)N(C)c1nncnc1C(=O)NC	10%	1%	i	-0.2%	-9%	-1%	7%	0%	-0.1
CC(=O)N1CCN(C(=O)COc2ccccc2C(=O)Nc2ccccc2)CC1	-5%	-6%	i	-0.2%	-17%	-6%	-10%	-1%	-0.1
Cc1cccc(C)c1N1C(=O)CC(N2CCSCC2)C1=O (configuration not stated)	?	-1%	i	-1.1%	8%	-2%	-7%	11%	-0.1
COc1ccccc1N1CCN(C(=O)c2ccc(CSc3ccccc3)cc2)CC1	9%	1%	i	0.1%	-4%	0%	-19%	-6%	0.1
COc1ccc(-n2c(C)cc(C)c(C(C)=O)c2=S)cc1	-3%	0%	i	-0.6%	0%	-10%	5%	1%	-6.7
COC(=O)[C@H](Cc1ccc(O)cc1)NC(=O)Cn1cnc2c(SC)nc(N)nc21	8%	3%	i	-0.3%	-1%	2%	2%	6%	-2.2
CCOC(=O)N1CCN(C(=O)CCCn2nc(C)c3sc4ccccc4c3c2=O)CC1	8%	-5%	i	0.8%	-9%	-3%	-18%	-3%	-4.2
O=C(NC12CC3CC(CC(C3)C1)C2)c1ccc([N+](=O)[O-])o1	1%	-3%	i	?	?	6%	27%	5%	-4.5

Full records as entered above.
Entry for COc1ccc(Cc2c(-c3ccc(C#N)cc3)nc3c(Cl)cc(C(F)(F)F)cn23)c(C)c1 : EPAC2 ag: 3%; Mm-Cpn inhibitor: nt; Akt phos inh: i; Nrf2 ARE act: 0.8%; TGFb inhibitor: nt; A549 tox: nt; Nrf2 block: nt; EPAC2 antagonist: -3%; CCT chaperon mod: 0.7
Entry for CCC(CC)C(=O)Nc1ccc(C)c(O)c1 : EPAC2 ag: 9%; Mm-Cpn inhibitor: -1%; Akt phos inh: i; Nrf2 ARE act: 3.0%; TGFb inhibitor: -6%; A549 tox: 1%; Nrf2 block: -13%; EPAC2 antagonist: 0%; CCT chaperon mod: -0.6
